Assay outcomes (PubChem)
Yeast life ext: compounds extending yeast replicative lifespan, primary screen, S. cerevisiae, OD615 | AID 775, 2007 | S. cerevisiae growth with nicotinamide; deaD strain in restrictive glucose medium | 0.68% of 130,000 active | inhibition of the nicotinamide effect, % at 10 µM;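 active = inhibition above a set limit, placed 3 SD over the median of all compounds, cut at about 26% in these data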;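 note: 0% = nicotinamide-treated wells and 100% = cells grown without nicotinamide; some compounds called inactive have numbers as strong as hits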
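Assay system: DeaD-strain S. cerevisiae. Medium: CSMM-D glucose medium, restrictive. Reagent: nicotinamide, 1.5 mM, co-present with compound. Compound: 10 µM single point, 0.25% DMSO. Schedule: culture preincubation 4 h, compound exposure 48 h, both 30 °C. Detection: absorbance at 615 nm.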
HCT116 PTEN-null: growth suppression of PTEN-null HCT116, primary screen, cell-based, CellTiter-Glo. AID 827, 2007. 1.2% of 140,000 active. HCT116 PTEN-null viability, 60 h; active compounds read low. viability, % at 10 µM;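 active = viability at or below a set limit, 4 SD under the median of all tested compounds, cut at about 3.7% in these data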;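 note: PTEN knockout HCT116 line with beta catenin targeted HCT116 as companion control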
Phagocyt inh: inhibitors of macrophage phagocytosis, primary screen, imaging, J774A.1 cells, IgG beads | J774A.1 macrophage IgG-bead phagocytosis | inhibition, % at 5 µM | 0.07% of 110,000 active | AID 1029, 2008;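 active = inhibition above the mean of the plate negative controls plus 5 SD, cut at about 13% in these data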;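 note: phagocytic index as fraction of beads internalized from green versus red external bead signal; plate controls were DMSO negative control for no effect and cytochalasin-D positive control for full effect; some results beyond the cut were filed as inactive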
NPY-Y2 antag: NPY-Y2 receptor antagonists, primary screen, cell-based | inhibition, % at 2.7 µM | AID 793, 2007 | 0.99% of 140,000 active | NPY-Y2 expressing cells, antagonist mode | Neuropeptide Y receptor type 2 (Homo sapiens), P49146; in the data active = inhibition above about 17%;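 note: 0% = vehicle with agonist challenge and 100% = reference antagonist with challenge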
Target sequence (P49146 whole entry, looked up): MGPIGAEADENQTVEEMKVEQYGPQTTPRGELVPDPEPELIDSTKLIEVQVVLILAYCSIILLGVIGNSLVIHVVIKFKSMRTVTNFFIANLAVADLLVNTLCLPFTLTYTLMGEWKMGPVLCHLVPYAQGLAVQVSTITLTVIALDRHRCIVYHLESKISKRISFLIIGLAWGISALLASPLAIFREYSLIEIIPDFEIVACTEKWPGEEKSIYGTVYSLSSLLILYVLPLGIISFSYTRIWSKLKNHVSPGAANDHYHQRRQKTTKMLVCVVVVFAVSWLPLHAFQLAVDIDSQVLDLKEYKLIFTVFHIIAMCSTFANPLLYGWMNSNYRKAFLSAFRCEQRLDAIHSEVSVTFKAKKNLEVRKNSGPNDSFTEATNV
MRP-1 activ: H69AR viability gain despite doxorubicin, primary screen, MRP-1 activator project, H69AR cells, CellTiter-Glo. viability rescue. viability increase, % at 10 µM. 0.61% of 140,000 active;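 active = viability gain under doxorubicin at or above a set limit, the compound median plus 3 SD, cut at about 4.7% in these data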;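 note: MRP-1 overexpressing cells given doxorubicin 25 µM after compound pretreatment; 18-22 h compound pretreatment then 72 h with doxorubicin before readout; 0% = doxorubicin-only wells and 100% = vehicle-treated cells without doxorubicin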
Yeast growth inh: growth inhibitors of yeast BB579 in restrictive medium, primary screen, yeast lifespan-shortening project, S. cerevisiae; OD615, 48 h; inhibition, % at 10 µM; 0.51% of 140,000 active;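 active = inhibition above a set limit, 3 SD over the mean compound inhibition, cut at about 44% in these data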; note: inactives centre near -24
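test system = yeast BB579 (DeaD) | buffer or medium = restrictive CSMM-D medium | doses = single compound dose of 10 µM, 0.25% DMSO final | times = 4 h preincubation and 48 h exposure at 30 °C | technique = culture absorbance at 615 nm | benchmarks = amphotericin B 10 µg/mL, positive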
bCat KO growth: primary screen for growth suppressors in beta-catenin knockout HCT116 cells (colon tumor, human). HCT116 beta-catenin knockout viability, CellTiter-Glo, 60 h; active compounds read low. viability, % at 10 µM. 1.5% of 140,000 active;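 active = viability at or under a set limit, the compound median less 4 SD, cut at about 6% in these data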;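 note: 0% = Hyamine 1622 control at 20 µM and 100% = untreated cell control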
GALR2 antag: GALR2 antagonists in receptor-expressing cells, primary screen. Galanin receptor type 2 (Homo sapiens), O43603. antagonist mode. inhibition, % at 4 µM. 0.39% of 140,000 active. AID 828, 2007; in the data active = inhibition above about 27%;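 note: cells stimulated with galanin 1-16 at roughly its EC80; 0% = agonist challenge control and 100% = basal control without agonist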
Target sequence (O43603 whole entry, looked up): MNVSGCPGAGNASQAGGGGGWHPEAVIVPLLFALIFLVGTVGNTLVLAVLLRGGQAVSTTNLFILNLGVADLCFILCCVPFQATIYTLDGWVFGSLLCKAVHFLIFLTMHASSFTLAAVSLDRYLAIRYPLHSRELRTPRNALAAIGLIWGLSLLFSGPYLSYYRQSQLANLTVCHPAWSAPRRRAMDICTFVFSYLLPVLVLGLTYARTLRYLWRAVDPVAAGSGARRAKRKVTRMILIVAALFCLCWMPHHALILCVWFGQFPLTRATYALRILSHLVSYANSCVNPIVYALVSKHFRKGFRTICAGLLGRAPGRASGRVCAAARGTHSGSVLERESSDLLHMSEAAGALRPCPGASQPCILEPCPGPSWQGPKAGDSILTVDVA
Measles CPE: compounds protecting cells from measles virus cytopathic effect, primary screen, measles RdRp inhibitor project, single point, MLSMR library, absorbance; Measles virus-infected cells, CPE protection; protection (pct of control), % at 4 µM; 1.5% of 140,000 active; in the data active = protection mostly above about 24%, no sharp cut-off; inactive = mostly below about 26%; note: some compounds called inactive have numbers as strong as hits
E-sel TNF inh: E-selectin induction blockers in HUVEC – imaging, immunofluorescence, high content, primary screen | inhibition, % at 2 µM | 0.71% of 120,000 active | HUVEC TNFa-induced E-selectin immunofluorescence | AID 1246, 2008;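 active = inhibition above the batch mean plus 3 SD, and confirmed as a hit on visual image review, cut at about 43% in these data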;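 note: 0% = TNF-stimulated DMSO wells and 100% = unstimulated control wells; not every result past the cut was called active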
* hit, by the source's call; nt = not tested or not shown.

SMILES	Yeast life ext	HCT116 PTEN-null	Phagocyt inh	NPY-Y2 antag	MRP-1 activ	Yeast growth inh	bCat KO growth	GALR2 antag	Measles CPE	E-sel TNF inh
Cc1ccc2nsnc2c1S(=O)(=O)N1CCN(CCc2ccccc2)CC1	7	79	2	0	-2.3	-36	89	-28	45	-5
Cn1cccc1C(=O)NC(=O)COC(=O)c1ccccc1O	-26	81	-1	3	-1.9	-44	98	-15	8	nt
Cc1cc(N2C(=O)C(=O)/C(=C(/O)c3ccc(F)cc3)C2c2ccc(Cl)cc2)no1 (centres undefined)	25	86	3	10	0.5	-13	90	-2	2	-7
Cc1nnc(NC(=O)c2ccc(-c3cccc(C(F)(F)F)c3)o2)s1	-14	44	-4	1	-1.9	-34	48	-2	11	-6
O=C(Nc1ccccc1)N1CCC(C(=O)N(Cc2ccco2)Cc2cccs2)CC1	-5	101	-2	-1	-3.1	-28	94	17	4	18
Cc1nc(SCC(=O)N2CC(C)OC(C)C2)nc(C)c1C (centres undefined)	-7	99	-1	3	0.7	9	100	5	26*	6
COc1cccc(N2C(=O)CC(NNC(=O)c3cccs3)C2=O)c1 (centres undefined)	3	103	nt	3	0.0	-36	96	-1	13	nt
O=C(NCc1ccccc1)c1ccc(C2SCC(=O)N2Cc2ccccc2)cc1 (centres undefined)	nt	88	nt	3	-0.5	-26	87	0	5	-2
CCC/C=C(\CCC)C(NC(=O)OCC(C)C)c1ccc(C(=O)OC)cc1 (centres undefined)	2	65	nt	14	-0.4	-37	70	-4	7	2
N#Cc1c(NC(=O)CSC2=NCCS2)sc2c1CCCC2	-18	72	0	-1	-4.2	21	74	-3	5	-6
C=C(C)CSc1nc(N)c2c3c(sc2n1)CCC3	-8	111	-1	-1	0.5	-50	94	-10	2	nt
CCN(CC)c1ncc(C)c(=O)[nH]1	-15	88	-1	2	-1.8	1	107	16	nt	-25
Clc1ccc(-n2ncc3c(NCc4ccco4)ncnc32)cc1	-6	49	nt	7	-5.5	-10	46	0	7	-22
COC(=O)C1=C(N)n2c(s/c(=C\c3cccnc3)c2=O)=C(C(=O)OC)C1c1cccnc1 (centres undefined)	-12	94	4	1	1.0	-38	98	-3	2	-41
Cc1cc(NC(=O)CS(=O)(=O)c2cn(Cc3ccc(F)cc3)c3ccccc23)no1	-7	35	0	3	-1.2	21	37	8	11	nt
CCOc1ccc2nc(NC(=S)NCc3ccccc3)sc2c1	-1	83	-2	10	-0.8	-59	91	-23	4	16
O=C(NC1=NCCS1)c1ccc2c(c1)C(=O)N(Cc1ccco1)C2=O	-11	101	1	7	0.0	-26	88	4	7	-9
CCOC(=O)c1c(C)n(C)c2ccc(OCC(O)CN(CC)CC)cc12 (centres undefined)	1	93	0	2	-4.2	-46	82	13	6	nt
Cc1ccccc1CN(c1ccc(C(=O)N2CCCC2)cc1)S(C)(=O)=O	7	90	0	1	-2.1	-12	89	12	17	14
O=C(NCCCN1CCOCC1)c1cc2cc(Br)ccc2oc1=O	1	92	-3	10	-2.2	-21	93	-2	4	0
Cc1ccc(-c2nc3ccccc3s2)cc1NC(=O)c1cc(-n2cnnc2)ccc1Cl	-12	70	nt	3	-5.1	-34	70	-3	5	-13
CC(=O)Nc1ccc(S(=O)(=O)NCc2ccc(C(=O)NCc3ccc4c(c3)OCO4)cc2)cc1	-4	89	nt	3	-2.3	-6	90	-3	-1	-23
CCn1c(SCC(=O)N2CCCc3ccccc32)nc2ccccc2c1=O	-26	71	-1	4	-2.7	-25	79	-2	5	nt
O=C(CSc1nccn1-c1ccc(F)cc1)NCc1ccc2c(c1)OCO2	0	94	-5	1	-0.7	-79	93	1	2	nt
Cc1cc(Nc2cccc(Cl)c2)nc(N2CCOCC2)n1	-6	70	-1	0	-1.7	-41	85	7	1	2
CCOC(=O)c1nnn(-c2nonc2N)c1-c1ccc(OCC)cc1	5	95	-1	1	-1.2	3	99	-10	6	nt
COc1ccc(C2CC(=O)N3CN(c4ccccc4F)CSC3=C2C#N)cc1OC (centres undefined)	-6	103	nt	2	-1.0	-23	105	-6	19	4
CC(=O)Nc1cccc(-c2nc3ccc(NC(C)=O)cc3[nH]2)c1	-14	95	0	2	-1.1	-32	93	3	6	30
COc1ccc(N2C(=O)C(OC(C)=O)C2c2ccc(C)cc2)cc1 (centres undefined)	-1	94	-1	3	-2.5	-26	100	9	25	-5
O=C(C1CC(c2ccccc2O)=NO1)N1CCCCC1 (centres undefined)	-12	93	-1	4	-1.8	-2	96	-3	6	8
Cc1[nH]n(-c2ccc([N+](=O)[O-])cc2)c(=O)c1C=NCCN1CCN(C(=O)c2ccc(F)cc2)CC1	-2	57	0	1	-2.2	-23	46	-17	7	17
Clc1ccc(Cn2ncc3c(NCc4ccccc4)ncnc32)cc1	-3	31	-1	1	-0.5	-23	34	7	8	8
Cc1ccc(NC(=S)NC2CCN(Cc3ccccc3)CC2)c(C)c1	4	88	-4	2	-4.5	-22	77	7	7	nt
CCCOc1ccc(N2C(=O)CC(S/C(N)=N/N=C(\C)c3cccs3)C2=O)cc1 (centres undefined)	-4	92	nt	2	-2.7	-12	99	-7	36	-21
O=[N+]([O-])c1ccc(-c2cnc(NO)nc2)cc1	-3	68	-2	5	-3.3	-5	73	11	nt	nt
COc1cccc(C2N(c3ccc(Cl)c(Cl)c3)C(=O)C3CCCN32)c1OC (centres undefined)	-7	92	-2	3	-2.2	-44	100	9	2	nt
O=C(NNC1CC(=O)N(c2ccc3c(c2)OCCO3)C1=O)c1ccccc1 (centres undefined)	-4	100	nt	1	-1.2	-27	98	4	7	12
CC(C)C1Oc2ccccc2N(CC(=O)N(Cc2ccccn2)C2CC2)C1=O (centres undefined)	nt	90	nt	3	-2.4	-34	86	12	3	-12
CC(C)(C)c1ccc(Cn2ccc(-c3ccc4c(c3)OCO4)n2)cc1	1	91	nt	14	-0.3	-53	102	2	5	13
Cc1cccc(Cn2c(N3CCN(c4ccccc4)CC3)nc3c2c(=O)n(C)c(=O)n3C)c1	-17	57	0	6	-3.9	-46	68	-12	30	-5
COC(=O)[C@@]1(Cc2ccc(F)cc2)[C@H]2c3cc(C(=O)N(C)C)n(Cc4ccc(OC(F)(F)F)cc4)c3C[C@H]2CN1C(=O)c1ccccc1	13	11	nt	16	-3.9	-25	7	-7	10	-19
CCC(=O)Oc1ccc(C(=O)Nc2cccc(C(=O)c3ccccc3)c2)cc1	3	69	nt	-1	-4.1	-41	70	2	34	21
CCOC(=O)CC(=O)CSc1ccc2nnc(-c3ccc(C)cc3)n2n1	-7	83	0	0	-2.7	-20	83	0	0	nt
CN1CCN(C(=O)NC2CCCCC2)CC1	nt	100	nt	2	-2.1	-8	88	-14	1	11
Nc1nonc1C(=O)NCCc1ccccc1	-6	96	0	4	-0.9	19	109	-3	13	-11
Fc1ccc(-c2csc3ncnc(Cl)c23)cc1	-7	95	-8	3	-6.0	-16	98	26	15	13
O=C(OCC(=O)N1CCN(c2ccccc2)CC1)c1ccco1	-4	96	-3	1	-1.7	-23	96	-1	4	nt
COc1cc(OC)c(C2=NOC(C(=O)O)C2)cc1Cl (centres undefined)	-17	96	-3	3	0.4	-21	111	-1	5	-16
COc1ccc(-n2nc3c(c2NC(=O)c2ccc(Br)cc2)CS(=O)C3)cc1 (centres undefined)	-1	82	0	5	-0.9	-19	93	-5	6	nt
Cc1ccsc1/C=N\NC(=O)c1n[nH]c2c1CCC2	-1	15	-6	1	-0.9	-35	14	3	14	nt
Next part.
SMILES	Yeast life ext	HCT116 PTEN-null	Phagocyt inh	NPY-Y2 antag	MRP-1 activ	Yeast growth inh	bCat KO growth	GALR2 antag	Measles CPE	E-sel TNF inh
Cc1ccccc1/C=N\NC(=O)c1csnn1	-10	86	nt	2	-1.3	-20	80	-3	10	28
O=C(O)C1CCC(=O)N1C1c2ccccc2Oc2ccccc21 (centres undefined)	-15	108	0	3	1.5	21	112	-13	16	nt
Cc1ccc(C(=O)NCC(=O)OCC(=O)NC2CCS(=O)(=O)C2)cc1C (centres undefined)	-2	93	-8	0	-0.4	-30	93	2	6	nt
CSc1ccc(S(=O)(=O)Nc2cccc(F)c2)cc1	5	92	0	-1	-1.0	-74	88	-4	8	21

An excerpt of these results, with values under each structure:
Under each structure: Yeast life ext	HCT116 PTEN-null	Phagocyt inh	NPY-Y2 antag	MRP-1 activ	Yeast growth inh	bCat KO growth	GALR2 antag	Measles CPE	E-sel TNF inh
COC(=O)[C@@]1(Cc2ccc(F)cc2)[C@H]2c3cc(C(=O)N(C)C)n(Cc4ccc(OC(F)(F)F)cc4)c3C[C@H]2CN1C(=O)c1ccccc1
  13	11	nt	16	-3.9	-25	7	-7	10	-19
CCC(=O)Oc1ccc(C(=O)Nc2cccc(C(=O)c3ccccc3)c2)cc1
  3	69	nt	-1	-4.1	-41	70	2	34	21
CCOC(=O)CC(=O)CSc1ccc2nnc(-c3ccc(C)cc3)n2n1
  -7	83	0	0	-2.7	-20	83	0	0	nt
CN1CCN(C(=O)NC2CCCCC2)CC1
  nt	100	nt	2	-2.1	-8	88	-14	1	11
Nc1nonc1C(=O)NCCc1ccccc1
  -6	96	0	4	-0.9	19	109	-3	13	-11
Fc1ccc(-c2csc3ncnc(Cl)c23)cc1
  -7	95	-8	3	-6.0	-16	98	26	15	13
O=C(OCC(=O)N1CCN(c2ccccc2)CC1)c1ccco1
  -4	96	-3	1	-1.7	-23	96	-1	4	nt
COc1cc(OC)c(C2=NOC(C(=O)O)C2)cc1Cl (centres undefined)
  -17	96	-3	3	0.4	-21	111	-1	5	-16
COc1ccc(-n2nc3c(c2NC(=O)c2ccc(Br)cc2)CS(=O)C3)cc1 (centres undefined)
  -1	82	0	5	-0.9	-19	93	-5	6	nt
Cc1ccsc1/C=N\NC(=O)c1n[nH]c2c1CCC2
  -1	15	-6	1	-0.9	-35	14	3	14	nt
Cc1ccccc1/C=N\NC(=O)c1csnn1
  -10	86	nt	2	-1.3	-20	80	-3	10	28
O=C(O)C1CCC(=O)N1C1c2ccccc2Oc2ccccc21 (centres undefined)
  -15	108	0	3	1.5	21	112	-13	16	nt
Cc1ccc(C(=O)NCC(=O)OCC(=O)NC2CCS(=O)(=O)C2)cc1C (centres undefined)
  -2	93	-8	0	-0.4	-30	93	2	6	nt
CSc1ccc(S(=O)(=O)Nc2cccc(F)c2)cc1
  5	92	0	-1	-1.0	-74	88	-4	8	21
